Source: PubChem BioAssay (several laboratories)
RTF Ca sens act – increases calcium sensitivity of human cardiac regulated thin filaments; P19429+P45379; IANBD-labeled TnC RTF fluorescence at EC20 calcium; 0% EC20 calcium, 100% full calcium; activation, % at 7.2 µM; 340,000 compounds, 0.24% hits; AID 493008;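 active = activation above the mean over all tested compounds plus 3 SD, cut at about 30% in these data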;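 also: rise in fluorescence read as greater calcium sensitivity of cardiac thin filaments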
C-LANA FP – KSHV C-LANA DNA binding inhibition; MBP-C-LANA/FAM-LBS DNA binding, fluorescence polarization; inhibition, % at 9 µM; 340,000 compounds, 0.078% hits; AID 504423;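 active = highest replicate inhibition at or above 60% at 9 µM, even if other replicates fall short; inactive = all replicates below 60% inhibition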;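 also: 0% = neutral control wells and 100% = 4 µM acridine orange control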
Rtt109 HAT inh – C. albicans Rtt109 histone acetyltransferase inhibition; Q5AAJ8; purified Rtt109/Vps75, ThioGlo CoA-SH fluorescence, 4 h; inhibition, % at 34.9 µM; 330,000 compounds, 0.16% hits; AID 540336;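 active = inhibition of at least 50% in every replicate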
Cardiac RTF inh – cardiac RTF calcium desensitization | 340,000 compounds, 0.12% hits | inhibition, % at 7.15 µM | P19429+P45379 | IANBD-labeled cardiac RTF, Ca2+ fluorescence | AID 493244;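 active = inhibition above the mean inhibition of all tested compounds plus 3 SD, cut at about 17% in these data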;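 also: assay run at fixed EC70 calcium of 1.6 mM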
Keap1 Nrf2 FP – disrupts human Keap1 binding to Nrf2 peptide; 340,000 compounds, 0.15% hits; inhibition, % at 9.4 µM; Keap1 Kelch-Nrf2 peptide fluorescence polarization, 1536-well; AID 504523; Q14145; in the data active = inhibition above about 12%;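 also: human Keap1 Kelch domain with fluorescein labeled Nrf2 9mer peptide probe; 0% = neutral control wells and 100% = peptide positive control; higher means more block of Keap1 binding to Nrf2 peptide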
PvdQ inh – blocks Pseudomonas aeruginosa PvdQ acylase activity; inhibition, % at 10 µM; purified PvdQ acylase, fluorescence plate reader; 340,000 compounds, 0.063% hits; in the data active = inhibition above about 30%, passing the limit was not always enough;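 also: 0% = vehicle neutral wells and 100% = reference inhibitor wells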
SUMO Mot1 rescue – inhibitors of SUMOylation pathway: yeast Mot1-301 growth rescue. growth rescue, % at 18.8 µM. 320,000 compounds, 1% hits. S. cerevisiae Mot1-301 growth rescue, ATP luminescence, 38.5C; percent above DMSO median, 100 means doubled;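 active = every valid replicate shows activation above 250% relative to neutral control wells; inactive = the rest, any valid replicate at or below 250%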;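 also: OY570 slx delta 5 strain wells were the positive control but not used for scaling; some compounds called inactive have numbers as strong as hits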
PfHsp90 set2 – inhibits growth of yeast expressing Plasmodium falciparum Hsp90 | S. cerevisiae expressing PfHsp90, BacTiter-Glo ATP, 48 h; yeast lacking PDR1 and PDR3 efflux regulators | inhibition, % at 9.4 µM | 310,000 compounds, 0.32% hits | AID 504621;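 active = every replicate shows inhibition above about 80%, whatever the replicate mean, limit read from the data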;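 also: 0% = DMSO neutral controls and 100% = 20 µM radicicol positive controls; yeast relying on Plasmodium falciparum Hsp90 in place of its own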
dFosB act – activators of mouse delta FosB homodimer. P13346. purified delta FosB, TAMRA-CDK5 oligo fluorescence polarization; percent of positive-control signal above neutral wells. activation, % at 25 µM. 340,000 compounds, 0.99% hits;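 active = mean activation above about 17%, with every replicate also reaching it, limit read from the data, passing the limit was not always enough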;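 also: fluorescence polarization rise as delta FosB binds a TAMRA Cdk5 AP-1 oligo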
NSD2 inh – NSD2 (human) methyltransferase inhibition; 310,000 compounds, 0.54% hits; inhibition, % at 12.5 µM; AID 743445; NSD2 peptide methylation, AlphaScreen, 120 min; O96028; in the data active = inhibition above about 50%
Target sequence (O96028 whole entry, looked up): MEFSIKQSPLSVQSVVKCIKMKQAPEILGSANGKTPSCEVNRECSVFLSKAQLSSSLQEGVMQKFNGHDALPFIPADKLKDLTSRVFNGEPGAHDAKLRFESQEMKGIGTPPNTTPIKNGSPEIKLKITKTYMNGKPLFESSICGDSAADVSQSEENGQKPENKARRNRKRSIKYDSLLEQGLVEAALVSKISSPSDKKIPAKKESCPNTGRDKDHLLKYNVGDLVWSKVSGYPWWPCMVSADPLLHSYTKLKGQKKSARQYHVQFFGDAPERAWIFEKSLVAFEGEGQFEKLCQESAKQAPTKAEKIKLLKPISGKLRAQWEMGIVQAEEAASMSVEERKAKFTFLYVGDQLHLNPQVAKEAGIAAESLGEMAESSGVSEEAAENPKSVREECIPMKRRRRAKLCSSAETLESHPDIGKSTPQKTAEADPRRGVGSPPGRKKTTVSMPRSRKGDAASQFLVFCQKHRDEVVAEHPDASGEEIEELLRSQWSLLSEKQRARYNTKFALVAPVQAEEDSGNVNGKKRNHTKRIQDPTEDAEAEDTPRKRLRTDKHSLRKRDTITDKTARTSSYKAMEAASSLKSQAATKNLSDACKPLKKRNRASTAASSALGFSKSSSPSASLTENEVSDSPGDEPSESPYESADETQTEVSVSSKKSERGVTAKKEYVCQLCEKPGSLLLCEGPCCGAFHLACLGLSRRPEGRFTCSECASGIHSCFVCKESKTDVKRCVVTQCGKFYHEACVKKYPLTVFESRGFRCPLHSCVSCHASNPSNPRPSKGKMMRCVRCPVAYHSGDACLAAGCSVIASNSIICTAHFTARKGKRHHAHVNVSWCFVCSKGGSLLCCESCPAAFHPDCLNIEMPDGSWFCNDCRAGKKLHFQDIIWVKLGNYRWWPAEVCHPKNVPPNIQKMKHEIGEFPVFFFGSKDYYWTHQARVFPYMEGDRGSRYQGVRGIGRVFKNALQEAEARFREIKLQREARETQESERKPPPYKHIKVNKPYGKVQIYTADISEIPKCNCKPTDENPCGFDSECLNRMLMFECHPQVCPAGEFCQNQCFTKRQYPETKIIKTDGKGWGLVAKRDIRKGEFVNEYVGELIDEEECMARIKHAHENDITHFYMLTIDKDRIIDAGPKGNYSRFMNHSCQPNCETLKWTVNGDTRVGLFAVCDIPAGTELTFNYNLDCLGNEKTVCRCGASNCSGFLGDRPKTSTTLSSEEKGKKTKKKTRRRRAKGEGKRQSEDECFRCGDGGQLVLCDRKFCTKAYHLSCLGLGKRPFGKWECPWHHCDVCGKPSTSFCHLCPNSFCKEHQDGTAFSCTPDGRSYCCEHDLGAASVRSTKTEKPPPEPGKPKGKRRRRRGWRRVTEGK
CDK5 p35 inh – inhibitors of human CDK5/p35 kinase; Q00535+Q15078; 330,000 compounds, 0.01% hits; AID 488839; inhibition, % at 10 µM; Recombinant CDK5/p35, ADP-Glo luminescence, 60 min;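 active = highest replicate inhibition of at least 50% and at least 75% of replicates reaching 50%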;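 also: plate controls were DMSO neutral control for no effect and GW8510 at 10 µM for full effect; many of its hits are not listed in these tables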
* marks the source's active call; other numbers are inactive results. Random draw from the library; 3.2% or so of the library scored in one or more.

How did CCC1CCCCN1C(=O)COc1ccc2c3c(c(=O)oc2c1)CCC3 (configuration not stated) do in these assays?
RTF Ca sens act: 4; C-LANA FP: 2.6; Rtt109 HAT inh: 0; Cardiac RTF inh: -3; Keap1 Nrf2 FP: 4; PvdQ inh: -1; SUMO Mot1 rescue: 4; PfHsp90 set2: 5; dFosB act: -19; NSD2 inh: -4; CDK5 p35 inh: -0.1

How did Cc1cccc(Nc2nnc(SCC(=O)NC3CCCc4ccccc43)s2)c1C (configuration not stated) do in these assays?
RTF Ca sens act: 0; C-LANA FP: -1.3; Rtt109 HAT inh: 5; Cardiac RTF inh: -1; Keap1 Nrf2 FP: 3; PvdQ inh: -4; SUMO Mot1 rescue: 7; PfHsp90 set2: 8; dFosB act: -7; NSD2 inh: 0; CDK5 p35 inh: -1.3

How did COCCN1CCC(CNCc2cn(-c3cc(C)ccc3C)nc2-c2ccccc2)C1 (configuration not stated) do in these assays?
RTF Ca sens act: 0; C-LANA FP: 1.6; Cardiac RTF inh: -27; Keap1 Nrf2 FP: -9; PvdQ inh: 13; SUMO Mot1 rescue: -5; PfHsp90 set2: -8; dFosB act: 3; CDK5 p35 inh: 2.6

What do the screens show for `CC(Sc1nnc(C2CC2)n1C1CC1)C(=O)Nc1cccc(S(=O)(=O)N(C)C)c1` (configuration not stated)?
RTF Ca sens act: -3; C-LANA FP: -1.0; Rtt109 HAT inh: -6; Cardiac RTF inh: -3; Keap1 Nrf2 FP: -1; PvdQ inh: -9; SUMO Mot1 rescue: -1; PfHsp90 set2: -3; dFosB act: -17; NSD2 inh: 0; CDK5 p35 inh: -0.3

What do the screens show for `O=C(Nc1cccc(S(=O)(=O)NCc2ccco2)c1)c1cc(-c2ccc(F)cc2)nc2ccccc12`?
RTF Ca sens act: 7; C-LANA FP: 0.6; Rtt109 HAT inh: 0; Cardiac RTF inh: -5; Keap1 Nrf2 FP: -4; PvdQ inh: -14; SUMO Mot1 rescue: 162; PfHsp90 set2: -19; dFosB act: -9; NSD2 inh: 0; CDK5 p35 inh: -3.9

What do the screens show for `COc1ccc(Nc2nc(N)nc(CSC(=S)N3CCN(c4ccccc4)CC3)n2)cc1`?
RTF Ca sens act: 0; C-LANA FP: -0.6; Rtt109 HAT inh: -4; Cardiac RTF inh: 6; Keap1 Nrf2 FP: -3; PvdQ inh: 8; SUMO Mot1 rescue: -5; PfHsp90 set2: -8; dFosB act: 2; NSD2 inh: 0; CDK5 p35 inh: 1.7

Results for CC(=N/O)/C(=N\O)c1ccc(C)o1 ?
RTF Ca sens act: -7; C-LANA FP: 7.0; Rtt109 HAT inh: 6; Cardiac RTF inh: -1; Keap1 Nrf2 FP: 7; PvdQ inh: 1; SUMO Mot1 rescue: -4; PfHsp90 set2: 5; dFosB act: 3; NSD2 inh: -4; CDK5 p35 inh: -0.9

How did COc1ccc(Cl)cc1N(C(=O)c1ccco1)C(C(=O)NC1CCCC1)c1cccnc1 (configuration not stated) do in these assays?
RTF Ca sens act: -4; C-LANA FP: -0.5; Rtt109 HAT inh: 3; Cardiac RTF inh: 2; Keap1 Nrf2 FP: 1; PvdQ inh: -6; SUMO Mot1 rescue: 11; PfHsp90 set2: -27; dFosB act: 1; NSD2 inh: 4; CDK5 p35 inh: -0.1

What do the screens show for `CN(C)/C=C/C(=O)c1ccc(Br)cc1`?
RTF Ca sens act: -8; C-LANA FP: 0.8; Rtt109 HAT inh: 7; Cardiac RTF inh: -12; Keap1 Nrf2 FP: 1; PvdQ inh: 4; SUMO Mot1 rescue: 9; PfHsp90 set2: -12; dFosB act: -5; NSD2 inh: 0; CDK5 p35 inh: 0.2

How did CC(C)c1ccc(CNc2ncc(Br)cn2)cc1 do in these assays?
RTF Ca sens act: -5; C-LANA FP: -0.7; Rtt109 HAT inh: -7; Cardiac RTF inh: -10; Keap1 Nrf2 FP: 3; PvdQ inh: 6; SUMO Mot1 rescue: -9; PfHsp90 set2: -12; dFosB act: 1; NSD2 inh: 2; CDK5 p35 inh: 0.7

How did O=c1[nH]c2ccc(NCc3ccc(F)cc3)cc2[nH]1 do in these assays?
RTF Ca sens act: 3; C-LANA FP: 0.4; Rtt109 HAT inh: -3; Cardiac RTF inh: 4; Keap1 Nrf2 FP: 2; PvdQ inh: -12; SUMO Mot1 rescue: 6; PfHsp90 set2: -9; dFosB act: 2; NSD2 inh: 14; CDK5 p35 inh: 0.4

Results for O=C(COc1ccc(Br)cc1)NCCN1CCCC1 ?
RTF Ca sens act: -4; C-LANA FP: 0.6; Rtt109 HAT inh: -2; Cardiac RTF inh: -4; Keap1 Nrf2 FP: -1; PvdQ inh: -13; SUMO Mot1 rescue: -9; PfHsp90 set2: -28; dFosB act: -3; NSD2 inh: 4; CDK5 p35 inh: 2.2

What do the screens show for `CCOc1ccccc1C(=O)OCC(=O)Nc1cccc(S(=O)(=O)N2CCCC2)c1`?
RTF Ca sens act: -5; C-LANA FP: -0.5; Rtt109 HAT inh: 2; Cardiac RTF inh: -3; Keap1 Nrf2 FP: 0; PvdQ inh: -11; SUMO Mot1 rescue: -6; PfHsp90 set2: -12; dFosB act: -2; NSD2 inh: -4; CDK5 p35 inh: 1.2

How did CC(C(=O)NCC1CCCCC1)N1CCN(S(=O)(=O)c2cccs2)CC1 (configuration not stated) do in these assays?
RTF Ca sens act: -8; C-LANA FP: -1.0; Rtt109 HAT inh: 0; Cardiac RTF inh: 4; Keap1 Nrf2 FP: -4; PvdQ inh: 11; PfHsp90 set2: 26; dFosB act: -10; NSD2 inh: 2; CDK5 p35 inh: 0.5

What do the screens show for `Nc1ncnc2c1ncn2CCc1ccccc1`?
RTF Ca sens act: -2; C-LANA FP: -1.2; Rtt109 HAT inh: -2; Cardiac RTF inh: -2; Keap1 Nrf2 FP: 5; PvdQ inh: -3; SUMO Mot1 rescue: 20; PfHsp90 set2: -17; dFosB act: 3; NSD2 inh: -2; CDK5 p35 inh: 0.9

How did CCn1cc(S(=O)(=O)Nc2nc3ccc(OC)cc3s2)cn1 do in these assays?
RTF Ca sens act: -6; C-LANA FP: 0.0; Rtt109 HAT inh: -2; Cardiac RTF inh: 7; Keap1 Nrf2 FP: -3; PvdQ inh: 1; SUMO Mot1 rescue: 5; PfHsp90 set2: 31; dFosB act: -5; NSD2 inh: 1; CDK5 p35 inh: -1.8

Results for CC(CCc1ccccc1)NC(=O)/C=C/c1ccccc1 (configuration not stated) ?
RTF Ca sens act: -5; C-LANA FP: 0.2; Rtt109 HAT inh: 36; Cardiac RTF inh: -3; Keap1 Nrf2 FP: -4; PvdQ inh: 3; SUMO Mot1 rescue: 4; PfHsp90 set2: 7; dFosB act: -3; NSD2 inh: -4; CDK5 p35 inh: -0.7

Results for Cc1noc(C)c1S(=O)(=O)N(C)C[C@H]1Oc2ccc(NS(=O)(=O)c3cn(C)cn3)cc2C(=O)N([C@H](C)CO)C[C@@H]1C ?
RTF Ca sens act: -3; C-LANA FP: 1.0; Rtt109 HAT inh: 7; Cardiac RTF inh: -9; Keap1 Nrf2 FP: -6; PvdQ inh: 7; SUMO Mot1 rescue: 1; PfHsp90 set2: 9; dFosB act: -12; CDK5 p35 inh: 3.0

How did CCOCCCNC(=S)N(CCCN(C)C)Cc1cc2cc3c(cc2[nH]c1=O)OCCO3 do in these assays?
RTF Ca sens act: 1; C-LANA FP: 1.9; Rtt109 HAT inh: -2; Cardiac RTF inh: -5; Keap1 Nrf2 FP: 1; PvdQ inh: 0; SUMO Mot1 rescue: -16; PfHsp90 set2: 15; dFosB act: -4; NSD2 inh: 4; CDK5 p35 inh: 1.3

How did COc1cc(N)c(Cl)cc1C(=O)OCC(=O)NCC1CCCCC1 do in these assays?
RTF Ca sens act: -5; C-LANA FP: 0.3; Rtt109 HAT inh: 3; Cardiac RTF inh: 3; Keap1 Nrf2 FP: -1; PvdQ inh: 1; SUMO Mot1 rescue: 1; PfHsp90 set2: -4; dFosB act: 0; NSD2 inh: -1; CDK5 p35 inh: 0.8

How did CCCC(C)C(=O)Nc1ccccc1C(=O)OCC (configuration not stated) do in these assays?
RTF Ca sens act: -1; C-LANA FP: 1.0; Rtt109 HAT inh: 1; Cardiac RTF inh: 2; Keap1 Nrf2 FP: -4; PvdQ inh: -11; SUMO Mot1 rescue: 15; PfHsp90 set2: 14; dFosB act: 2; NSD2 inh: -1; CDK5 p35 inh: 0.2

Results for Cc1cc(C)n(CC(O)COc2ccc(F)cc2)n1 (configuration not stated) ?
RTF Ca sens act: -5; C-LANA FP: -3.5; Rtt109 HAT inh: 5; Cardiac RTF inh: -3; Keap1 Nrf2 FP: 0; PvdQ inh: -18; SUMO Mot1 rescue: 4; PfHsp90 set2: 9; dFosB act: -4; NSD2 inh: -1; CDK5 p35 inh: 1.2

How did C=CCN1C(=O)c2ccc(C(=O)N3CCN(S(=O)(=O)c4ccccc4Br)CC3)cc2C1=O do in these assays?
RTF Ca sens act: 1; C-LANA FP: 1.0; Rtt109 HAT inh: 10; Cardiac RTF inh: -12; Keap1 Nrf2 FP: -4; PvdQ inh: -9; SUMO Mot1 rescue: -3; PfHsp90 set2: 9; dFosB act: -2; NSD2 inh: -2; CDK5 p35 inh: 1.5

How did CCCn1c(C2CC(=O)N(c3ccc(C)cc3)C2)nc2ccccc21 (configuration not stated) do in these assays?
RTF Ca sens act: 2; C-LANA FP: -1.3; Rtt109 HAT inh: -4; Cardiac RTF inh: -1; Keap1 Nrf2 FP: -2; PvdQ inh: -5; SUMO Mot1 rescue: 0; PfHsp90 set2: 37; dFosB act: -6; NSD2 inh: 3; CDK5 p35 inh: 0.2

How did CCOC(=O)c1cc2c(nc1N)CC(C)(C)OC2 do in these assays?
RTF Ca sens act: -2; C-LANA FP: -0.5; Rtt109 HAT inh: -10; Cardiac RTF inh: -9; Keap1 Nrf2 FP: -2; PvdQ inh: -6; SUMO Mot1 rescue: 1; PfHsp90 set2: -19; dFosB act: 1; NSD2 inh: 1; CDK5 p35 inh: -2.5

What do the screens show for `O=C(CSc1nnc(CNC(=O)c2c(F)cccc2Cl)o1)Nc1ccc2c(c1)OCCO2`?
RTF Ca sens act: 0; C-LANA FP: 0.0; Rtt109 HAT inh: 2; Cardiac RTF inh: 1; Keap1 Nrf2 FP: 2; PvdQ inh: -10; SUMO Mot1 rescue: 247; PfHsp90 set2: 3; dFosB act: 2; NSD2 inh: -4; CDK5 p35 inh: 1.0

What do the screens show for `COc1ccc(NC2CC(=O)N(C)C2=O)cc1` (configuration not stated)?
RTF Ca sens act: 2; C-LANA FP: -0.7; Rtt109 HAT inh: 6; Cardiac RTF inh: -5; Keap1 Nrf2 FP: -7; PvdQ inh: -9; SUMO Mot1 rescue: -14; dFosB act: 1; NSD2 inh: 14; CDK5 p35 inh: -0.6
